Screens deposited in PubChem by MTDP.
RNase H inhibition = RNase H inhibition, HIV 1 Gag Pol polyprotein, FRET biochemical assay, screening (AID 372) | HIV-1 RT RNase H, FRET RNA/DNA substrate fluorescence; higher % means a stronger effect | inhibition, % at 10 µM, or IC50 in µM where a hit was titrated | 100,000 compounds, 0.77% hits; in the data active = inhibition above about 50%
* hit, by the source's call.

SMILES	RNase H inhibition
C#CCOc1c(Br)cc(C2C(C(=O)OC)=C(C)NC3=C2C(=O)c2ccccc23)cc1OC (centres undefined)	0%
COc1ccc2c(c1)CC/C2=N/OC(=O)c1ccc(OC)c([N+](=O)[O-])c1	0%
COc1ccccc1-c1c(C(F)(F)F)oc2c(CN3CC(C)OC(C)C3)c(O)ccc2c1=O (centres undefined)	10%
NC(=NC(=NS(=O)(=O)c1ccc(Cl)cc1)c1ccccc1)SCc1ccccc1	8%
Cc1ccc(-c2csc(N/N=C/c3cc(Br)ccc3O)n2)cc1	16%
C=C(C)CN1CCN(c2c(Cc3ccccc3)c(C)c(C#N)c3nc4ccccc4n23)CC1	14%
Cc1ccc(COc2ccc(C=O)cc2)cc1	24%
COc1ccc(C(=O)NCC2CCCO2)c(OC)c1 (centres undefined)	5%
O=C(NC(=S)Nc1cc(Cl)c(Cl)cc1Cl)c1cccc(Br)c1	17%
C=CCNC(=O)/C(=C/c1ccc(OC(C)=O)c(OC)c1)NC(=O)c1ccccc1	13%
COC(=O)C1=C(O)/C(=C/c2ccc(OCC(=O)NC(C)C)cc2)N=C1C	0%
CC1(C)C(c2ccco2)=[N+]([O-])C2(CCCCC/C2=N\NC(N)=S)N1O (centres undefined)	3%
Cc1ccc(C)c(NC(=O)c2cncc(Br)c2)c1	7%
COc1ccc(NC(=S)NC(=O)c2cccc(F)c2)cc1	22%
CC(=O)c1ccc(OC(=O)c2ccc(F)cc2)cc1	6%
CC(C)OC(=O)c1ccc(NC(=O)C(C(C)C)N2C(=O)c3ccccc3C2=O)cc1 (centres undefined)	7%
Cc1ccc(S(=O)(=O)N2CCN(C(=O)COc3ccccc3)CC2)cc1	9%
NC(=O)c1ccccc1N=Cc1cc(Cl)cc(Cl)c1O	0%
O=C(NCC1CCCO1)c1ccc(C(=O)NCC2CCCO2)nc1 (centres undefined)	10%
COc1ccc(Cl)cc1NC(=O)CCN1C(=O)c2ccccc2C1=O	0%

7 successive records already listed, quoted:
SMILES	RNase H inhibition
C#CCOc1c(Br)cc(C2C(C(=O)OC)=C(C)NC3=C2C(=O)c2ccccc23)cc1OC (centres undefined)	0%
COc1ccc2c(c1)CC/C2=N/OC(=O)c1ccc(OC)c([N+](=O)[O-])c1	0%
COc1ccccc1-c1c(C(F)(F)F)oc2c(CN3CC(C)OC(C)C3)c(O)ccc2c1=O (centres undefined)	10%
NC(=NC(=NS(=O)(=O)c1ccc(Cl)cc1)c1ccccc1)SCc1ccccc1	8%
Cc1ccc(-c2csc(N/N=C/c3cc(Br)ccc3O)n2)cc1	16%
C=C(C)CN1CCN(c2c(Cc3ccccc3)c(C)c(C#N)c3nc4ccccc4n23)CC1	14%
Cc1ccc(COc2ccc(C=O)cc2)cc1	24%

Next entries follow:
SMILES	RNase H inhibition
COc1cc(C=Nc2cc(C)ccc2C)cc(OC)c1OC	1%
C/C(=N\Nc1cc(-c2ccccc2)nc(-c2ccc(Br)cc2)n1)c1ccc(Cl)c(Cl)c1	8%
NS(=O)(=O)c1ccc(Nc2nc(-c3ccccn3)cs2)cc1	3%
O=C1/C(=C/c2cccc(Cl)c2)SC(=S)N1c1cccc([N+](=O)[O-])c1	14%
O=C1C(Cl)=C(Cl)C(=O)N1c1ccccc1	4%
CCOC(=O)N1CCN(C(=O)CCCN2C(=O)/C(=C/c3ccc(OCC)cc3)SC2=S)CC1	21%
COc1ccc(NC(=O)CN(c2ccc(C)cc2C)S(C)(=O)=O)cc1	6%
COc1cc(C(=O)NCCC(C)C)c([N+](=O)[O-])cc1OC	7%
COc1ccc(/C=C(\NC(=O)c2ccccc2)C(=O)NN)c(OC)c1	0%
COc1cc(/C=N/NC(=O)CNC(=O)c2ccc3c(c2)OCO3)ccc1O	6%
CC(NC(=O)c1ccccc1)c1ccc(Cl)cc1 (centres undefined)	7%
COc1ccc(N(CC(=O)Nc2ccc(F)cc2)S(=O)(=O)c2ccc(C)cc2)cc1Cl	6%
CC1CN(CN2C(=O)S/C(=C/c3ccco3)C2=O)CC(C)O1 (centres undefined)	3%
COc1cc(OC)c(C2NC(=S)NC(C)=C2C(=O)Nc2cccc(Cl)c2)cc1OC (centres undefined)	10%
COc1cccc(C(=O)N2c3ccccc3C(N(C(C)=O)c3ccccc3)CC2C)c1 (centres undefined)	11%
O=C(NCc1ccccc1)C(=O)Nc1nccs1	3%
O=C(COc1ccccc1Cl)NCCc1nc2ccccc2[nH]1	1%
CCc1cccc(C)c1NC(=O)c1ccc(C)c([N+](=O)[O-])c1	4%
COC(=O)c1cc(NC(=O)COc2ccccc2)cc(C(=O)OC)c1	7%
Cc1n[nH]c(C)c1Sc1ccccc1N=Cc1cc([N+](=O)[O-])ccc1O	1%

Reformatted: results already given
mol | RNase H inhibition
O=C(COc1ccccc1Cl)NCCc1nc2ccccc2[nH]1 | 1%
COc1ccc(NC(=O)CN(c2ccc(C)cc2C)S(C)(=O)=O)cc1 | 6%
COC(=O)c1cc(NC(=O)COc2ccccc2)cc(C(=O)OC)c1 | 7%
COc1cc(C=Nc2cc(C)ccc2C)cc(OC)c1OC | 1%

(list continues)
SMILES	RNase H inhibition
CC(=O)Nc1ccc(S(=O)(=O)NCCc2ccc(S(N)(=O)=O)cc2)cc1	1%
O=[N+]([O-])c1ccc(Cl)c(C2N(c3ccccc3)CCN2c2ccccc2)c1	16%
CC(C)=NNc1nc(-c2cc3ccccc3oc2=O)cs1	15%
Cc1ccc(COc2cccc(/C=C3\SC(N)=NC3=O)c2)cc1	26%
Cn1cnc2cc(Nc3nnc(-c4ccccc4)c4ccccc34)ccc21	11%
Fc1ccccc1NC(=S)NCc1ccco1	0%
COc1ccc2c(c1)OCC/C2=N\OC(=O)c1ccc(Oc2ccccc2)cc1	4%
O=C(O)c1cc(-c2ccc(/C=N/N3C(=O)C4C5C=CC(CC5)C4C3=O)o2)ccc1Cl (centres undefined)	0%
CCCN1CCC(=NNC(=O)c2ccc(Cl)cc2Cl)CC1	7%
Cc1c(Cl)cccc1-n1ncnc1-c1ccc(N(C)C)cc1	17%
Cc1onc(-c2c(F)cccc2Cl)c1C(=O)N(C)C1CCS(=O)(=O)C1 (centres undefined)	4%
COc1cc(CN2CCN(S(C)(=O)=O)CC2)cc(OC)c1OC	4%
CNC(=S)NCCc1ccc(OC)c(OC)c1	1%
COc1ccc(CC(=O)Nc2cccc(-c3nc4ncccc4o3)c2)cc1OC	9%
COc1ccc(-c2nc3cc(NC(=O)c4ccccc4)ccc3o2)cc1	2%
Cc1ccccc1C(=O)NN1C(=O)CSC1=S	1%
Cc1cc(C)n(-c2cc(Nc3ccccc3)nc(-c3ccccc3)n2)n1	17%
O=P(OCCN1CCOCC1)(c1ccccc1)c1ccccc1	18%
CCOc1cc(C(=O)Nc2ccc(I)cc2C)cc(OCC)c1OCC	4%
C/C(=N\NC(=O)CSc1nc2ccccc2n1Cc1ccccc1)c1ccco1	21%
O=C(N/N=C/c1ccccc1Br)c1ccccc1O	0%
CCN(C(=O)c1ccccc1[N+](=O)[O-])c1ccccc1	1%
O=c1[nH]c(SCc2ccccc2)nnc1-c1ccccc1	4%
Cc1ccc(S(=O)(=O)Nc2cccc3ccc[n+](C)c23)cc1	5%
O=C(NCc1ccco1)Nc1ccccc1	13%
CC(=O)c1ccc(NC(=O)c2cc3cc(Br)ccc3oc2=O)cc1	2%
CCOc1cc(C2C(C(=O)OC3CCCCC3)=C(C)NC3=C2C(=O)CC(C)(C)C3)ccc1OC(C)=O (centres undefined)	20%
Cc1ccc(C(C)C)c(OCCNC(=O)c2ccc(Cl)cc2Cl)c1	3%
CC(C)(C)c1nnc(NC(=O)CSc2nnnn2-c2ccccc2)s1	7%
Cc1cc(C)n(C(=O)C(c2ccccc2)c2ccccc2)n1	15%
O=C(CCc1ccccc1)Nc1ccccc1C(=O)Nc1ccccc1	15%
CNC(=O)/C=C/c1ccc([N+](=O)[O-])cc1	12%
Oc1ccc(Br)cc1CN1CCN(Cc2cccc3ccccc23)CC1	10%
CCOC(=O)c1ccc(NC(=S)NCCc2ccccc2)cc1	16%
COc1ccc(CNCCC(c2ccccc2)C2CCOC(C)(C)C2)cc1OC (centres undefined)	15%
CC(C)(C)C1CCc2c(sc3c2c(=O)n(Cc2ccccc2)c2n[nH]c(=S)n32)C1 (centres undefined)	4%
CCC(C(=O)Nc1ccc(OCc2ccccc2)cc1)c1ccccc1 (centres undefined)	12%
O=S(=O)(CCc1nnc(-c2ccccc2)o1)c1ccc2ccccc2c1	0%
O=C(COc1ccc(Cl)cc1)Nc1nc(-c2ccc(S(=O)(=O)N3CCOCC3)cc2)cs1	24%
CCOC(=O)c1c(-c2ccccc2)csc1NC(=O)c1ccc(N2C(=O)CCC2=O)cc1	12%
Cc1cnc(NC(=O)c2ccc3c(c2)OCO3)s1	0%
C=CCOc1ccc(/C=C2\C(=O)NN(c3ccccc3)C2=O)cc1OC	7%
CCCCCCCCC(=O)N/N=C/c1ccccn1	31%
COc1ccc(NC(=O)c2ccc(-c3ccccc3)cc2)c([N+](=O)[O-])c1	10%
COc1ccc(CCN2C(=O)CC(N3CCN(C/C=C\c4ccccc4)CC3)C2=O)cc1OC (centres undefined)	1%
COc1ccc(C(=O)NC(=S)Nc2cccc(NC(=O)c3ccccc3)c2)cc1	17%
CC(C)C(=O)NS(=O)(=O)c1ccc(NC(=O)C(F)(F)F)cc1	0%
COC(=O)C(Cc1ccc(O)cc1)N=Cc1ccccc1O (centres undefined)	12%
CN(C1=NS(=O)(=O)c2ccccc21)c1ccccc1	0%
CC1=CC(C)(C)N(C(=O)CSc2nnc(-c3ccccc3)o2)c2ccccc21	43%
O=c1c2c(nc3cc(-c4ccc(Br)cc4)[nH]n13)CCCC2	12%
O=C(O)CCCC(=O)N1CCN(C(c2ccccc2)c2ccccc2)CC1	26%
CC1(C)Nc2ccccc2N(Cc2ccc(Cl)c(Cl)c2)C1=O	12%
CN1C(=O)/C(=C/c2ccccc2OCCOc2ccccc2Cl)SC1=S	43%
Cc1cccc(C)c1NC(=O)c1cc2ccccc2o1	9%
CCOc1cccc(CN2CCc3cc(OC)c(OC)cc3C2)c1O	4%
Cc1ccc(N2CCOCC2)c2c1C(=O)c1ccccc1C2=O	18%
COc1cc(C=C2C(=O)N(C)C(=O)N(C)C2=O)ccc1OCCOc1cc(C)cc(C)c1	30%
CCN(CC)C(=O)CN1C(=O)C(=O)c2ccccc21	1%
COc1ccc(/C=N/NC2=NS(=O)(=O)c3ccccc32)cc1	0%
Carrying on:
SMILES	RNase H inhibition
O=Cc1c(OCc2ccc(Br)cc2)ccc2ccccc12	15%
CCc1ccccc1NC(=O)CN(c1ccc(Cl)cc1)S(=O)(=O)c1ccc(C)cc1	15%
CCOc1ccc(NC(=O)COc2ccc(Br)cc2)cc1	1%
O=C1c2cccc3cccc(c23)C(=O)N1CC1CCN(C(=O)C23CC4CC(CC(C4)C2)C3)CC1	21%
C=CCN=C1CCCc2c1[nH]c1ccc(C3CCCCC3)cc21	5%
O=C1NC(=O)N(c2ccccc2F)C(=O)/C1=C/c1cccn1-c1ccc(Cl)cc1	43%
CN1C(=O)C(=Cc2cc3c(cc2Br)OCO3)C(=O)N(C)C1=S	37%
N#CC1=C(N)OC2=C(C(=O)CCC2)C1c1ccco1 (centres undefined)	6%
CCOc1cc(/C=C2\SC(=S)NC2=O)ccc1OCc1c(C)no[n+]1[O-]	18%
O=S(=O)(Nc1ccc(O)c(Cl)c1)c1cc(Cl)ccc1Cl	3%
O=C(N/N=C/c1cc(Br)ccc1O)c1cc2ccccc2cc1O	2%
O=C(NNc1nc(Nc2ccccc2)nc(N2CCOCC2)n1)Nc1ccc(Cl)cc1	72%*
Cc1cccc(N2C(=O)C3C4c5ccccc5C(C)(c5ccccc54)C3C2=O)c1C (centres undefined)	8%
COc1ccc(-c2cc(C(F)(F)F)n3nc(C(=O)NCc4ccco4)c(Cl)c3n2)cc1	8%
CC(=O)c1ccc(NC(=O)C2CCC2)cc1	7%
O=c1[nH]nc(Cc2nc3ccccc3s2)c2ccccc12	2%
O=C(CC1Sc2ccccc2NC1=O)Nc1ccc(OC(F)F)cc1 (centres undefined)	5%
O=C1C2C3c4ccccc4C(CO)(c4ccccc43)C2C(=O)N1c1ccc(Br)cc1 (centres undefined)	11%
Cc1ccc(C)n1-c1cc(C(=O)O)ccc1Cl	1%
CCN(CC)c1ccc(N2C(=O)/C(=C/c3ccccc3[N+](=O)[O-])SC2=S)cc1	10%

A second format for part of the listing above:
COc1ccc(-c2cc(C(F)(F)F)n3nc(C(=O)NCc4ccco4)c(Cl)c3n2)cc1
- RNase H inhibition: 8%
C=CCN=C1CCCc2c1[nH]c1ccc(C3CCCCC3)cc21
- RNase H inhibition: 5%
CCOc1cc(/C=C2\SC(=S)NC2=O)ccc1OCc1c(C)no[n+]1[O-]
- RNase H inhibition: 18%
N#CC1=C(N)OC2=C(C(=O)CCC2)C1c1ccco1 (centres undefined)
- RNase H inhibition: 6%

Remaining list, next part:
SMILES	RNase H inhibition
CC(C)CC(=O)Nc1ccc(-c2nc3ccccc3s2)cc1	12%
Brc1cccc(N=CNc2cccc(Br)c2)c1	7%
Cc1ccccc1NC(=O)/C(C#N)=C\c1ccc(-c2cc([N+](=O)[O-])ccc2Cl)o1	0%
O=C(NC1CCN(Cc2ccccc2)CC1)c1ccccc1F	4%
Cc1ccc(CN=C(N)Nc2nc(C)cc(C)n2)cc1	19%
CC(=O)N/C(N)=N\c1nc(C)c2cc(C)c(C)cc2n1	19%
Cc1c(C(=O)Nc2cccc(O)c2)cccc1[N+](=O)[O-]	8%
COc1cc(C(=O)N2CCC(Cc3ccccc3)CC2)c([N+](=O)[O-])cc1OC	1%
CNC(=S)N(CCc1ccccc1)C1CC(=O)N(c2ccc(OC)cc2)C1=O (centres undefined)	4%

The list is partial; count on the stated rates, not on these rows.
